HCV inhibitor – HCV inhibition. Huh7.5.1 HCVcc-Cre infection, luciferase reporter, 44 h. Potency, µM (highest dose often 41.8 µM), without a hit: at the highest dose activity change, negative = inhibition, actives largely listed as inhibitors. 3.4% of 340,000 active. AID 651820; note: potency is the fitted concentration of half-maximal effect
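Infectious HCVcc-Cre (~0.5 moi) was added to cells just after compound, with cells seeded 4 h earlier at 1,000 per well. Luciferase activity after 44 h culture reported infection; substrate was incubated 15 min at room temperature before reading.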
Giardia FBPA inh – inhibitors of Giardia lamblia fructose-1,6-bisphosphate aldolase. A8B2U2. purified Giardia FBPA. Potency, µM (doses to about 59.6 µM), inactives show top-dose activity, negative = inhibition, actives largely listed as inhibitors. 0.71% of 290,000 active; note: potency is the fitted concentration of half-maximal effect; nearly all actives have a fitted effect of over 55% in size
Target sequence (A8B2U2 whole entry, looked up): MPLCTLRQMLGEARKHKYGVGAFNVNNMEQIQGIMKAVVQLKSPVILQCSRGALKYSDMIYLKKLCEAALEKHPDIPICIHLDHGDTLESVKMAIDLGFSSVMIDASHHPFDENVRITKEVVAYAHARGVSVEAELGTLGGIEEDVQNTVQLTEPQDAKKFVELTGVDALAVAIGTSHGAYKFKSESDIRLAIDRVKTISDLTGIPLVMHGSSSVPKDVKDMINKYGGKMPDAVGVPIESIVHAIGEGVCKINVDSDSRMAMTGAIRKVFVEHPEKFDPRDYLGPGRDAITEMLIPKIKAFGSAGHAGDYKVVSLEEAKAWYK
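40 nM FBPA preincubated 10 min at RT with compound (up to 57.5 uM final), then substrate plus GAPDH/TPI/NAD/arsenate coupling and diaphorase/resazurin added. Fluorescence read after 20 min at RT, 525/598 nm.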
Sm TGR block – inhibitors of Schistosoma mansoni thioredoxin glutathione reductase; Q962Y6; purified TGR, DTNB reduction, TNB absorbance 405 nm; Potency, µM (highest dose often 114 µM), for inactives: top-dose activity change, negative = inhibition, usual class: inhibitors; 3% of 360,000 active; AID 485364; note: potency is the fitted concentration of half-maximal effect; nearly all actives have a fitted effect of over 60% in size
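First, TGR (20 nM dispensed) and NADPH were mixed with compound. Second, a 15 min room-temperature incubation followed. Third, further NADPH and then DTNB were added to start the reaction. Finally, TNB absorbance was monitored kinetically.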
HCMV inh – human cytomegalovirus inhibition; activity change, negative = inhibition, % at 57.5 µM; 4.5% of 410,000 active; HFF cells, HCMV-luciferase reporter, 72 h; active compounds read low; in the data active = activity change below about -60%; inconclusive = no clear call, values can overlap the other calls; inactive = above about -39%
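Human foreskin fibroblasts infected with luciferase-reporter HCMV at MOI 1 PFU/cell, compounds at two doses. Luciferase measured 72 h post infection; normalized to buffer-only basal and Salinomycin (10uM) controls.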
AMA1-RON2 inh – AMA1-RON2 (P. falciparum) interaction inhibition; AlphaScreen AMA1-biotinylated RON2 peptide binding; Potency, µM (highest dose often 58.2 µM), for inactives: at the top dose activity change, negative = inhibition, hits mostly inhibitors; 0.2% of 360,000 active;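 note: potency is the fitted concentration of half-maximal effect; 0% = vehicle wells and -100% = peptide control; nearly all actives have a fitted effect of over 45% in size; some results filed as inactive show a strong effect at the top dose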
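AMA1 (3D7) with his tag at 25 nM final met compounds first, then biotinylated RON2 peptide at 25 nM; detection used donor plus acceptor beads, 10 µg/mL apiece, read by AlphaScreen after 30 min at room temperature.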
AmpC detergent – inhibitors of E. coli AmpC beta-lactamase with detergent; Potency, µM (doses to about 114 µM), for inactives: at the top dose activity change, negative = inhibition, usual class: inhibitors; P00811; AmpC hydrolysis of nitrocefin, absorbance 480 nm, 0.01% Triton; 0.041% of 370,000 active; AID 485294;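 note: potency is the fitted concentration of half-maximal effect; 0% = no-compound wells and -100% = no-enzyme wells; nearly all actives have a fitted effect of over 25% in size; some results filed as inactive show a strong effect at the top dose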
Target sequence (P00811 whole entry, looked up): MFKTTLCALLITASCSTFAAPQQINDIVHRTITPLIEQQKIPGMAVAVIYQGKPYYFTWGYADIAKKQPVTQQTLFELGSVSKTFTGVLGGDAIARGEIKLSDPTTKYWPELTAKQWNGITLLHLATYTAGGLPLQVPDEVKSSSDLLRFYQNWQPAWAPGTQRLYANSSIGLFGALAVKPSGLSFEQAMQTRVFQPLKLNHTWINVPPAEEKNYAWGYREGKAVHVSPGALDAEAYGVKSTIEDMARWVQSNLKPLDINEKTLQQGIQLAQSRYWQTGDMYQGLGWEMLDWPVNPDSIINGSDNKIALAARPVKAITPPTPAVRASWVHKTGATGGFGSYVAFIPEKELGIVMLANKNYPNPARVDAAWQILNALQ
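AmpC (5.3 nM in the dispensed reagent) in 20 mM phosphate pH 7.0 with 0.01% (detergent screen) or 0.0001% Triton X-100 was preincubated with compounds for 15 min at room temperature. Nitrocefin was then added from an 800 uM solution, and hydrolysis was followed at 480 nm.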
An asterisk follows results filed as active; ? = inconclusive; . = no result given; [ ] = remark or other dose. Unless noted, calls come from the whole dose curve; as a rule, active = well fitted curve in the direction sought with a large enough effect; inconclusive = small, poorly fitted or top-dose-only effect, or another doubt; inactive = no such curve, though single readings can be large; an effect the other way counts as inactive or inconclusive. Unless noted, % is set by controls: 0 for no effect and ±100 for the full control effect.

mol,Giardia FBPA inh,AMA1-RON2 inh,HCMV inh,Sm TGR block,AmpC detergent,HCV inhibitor
Cc1cccc(NC(=O)c2ccc3c(c2)C(=O)N(c2ccccc2C)C3=O)n1,.,-13%,?,22%,0%,11%
COC(CNC(=O)c1ccc2c(c1)ncn2-c1cccc(F)c1)OC,1%,-1%,-73*,3%,-1%,15%
COCCN(C(=S)Nc1c(C)cccc1C)C(C)c1cccnc1 (configuration not stated),1%,-1%,4,1%,?,10%
CCN(CC)C(=O)Nc1ccccc1C,2%,5%,10,-30%,-15%,1%
COc1ccc(NC(=O)CCNS(=O)(=O)c2ccc3c(c2)CCN3C(=O)C2CC2)cc1Cl,.,.,-18,-5%,-9%,.
CC(C)c1ccc(Nc2ncnc3c2c(-c2ccccc2)cn3-c2ccccc2)cc1,.,.,-15,5%,3%,.
COc1ccc(OCC(O)CNC(=O)Nc2ccc(C(C)(C)C)cc2)cc1 (configuration not stated),-7%,-8%,-1,2%,-5%,-22%
CC(=O)c1sc(NC(=O)COc2ccc(C)c(C)c2)nc1C,3%,1%,-22,3%,?,?
COc1ccc(CN2C(=O)c3ccccc3C2C(=O)NC2CCC(C)CC2)c(OC)c1 (configuration not stated),-5%,4%,33,10%,0%,-13%
Cc1c(NC(=O)CSc2nc(N)cc(N)n2)c(=O)n(-c2ccccc2)n1C,.,-7%[11.6 µM],-11,-5%,-5%,1%
COC(=O)c1ccc(NC(=O)c2cccc3c2C(=O)N(C2CCCCC2)C3)cc1,.,.,13,2%,0%,.
COc1ccc2[nH]c3c(c2c1)CCNC3C (configuration not stated),-12%,0%,109,-25%,-3%,?
CCCCNC(=O)Nc1ccccc1C(=O)NCCC,0%,-3%,-2,-12%,?,-19%
CS(=O)(=O)NCc1ccc(C(=O)NCCOc2ccccc2)cc1,3%,0%,142,-4%,-11%,1%
CCn1c(/C=C/c2c[nH]c3ccccc23)nc2ccccc2c1=O,-7%,13%,165,13%,5%,-18%
CC1CCN(c2nc3c(c(=O)[nH]c(=O)n3C)n2Cc2ccccc2Cl)CC1,6%,-2%,-4,-16%,-1%,6%
O=C(NC1CCCCC1)C(c1ccco1)N(C(=O)c1csnn1)c1ccc(Cl)cc1 (configuration not stated),1%,-5%,?,-6%,-9%,-6%
COc1cc(C)c(C#N)c(OC)n1,1%,11%,4,0%,-9%,19%
NC(N)=NCCCS(=O)(=O)Nc1ccc(Nc2c3ccccc3nc3cc([N+](=O)[O-])ccc23)cc1,.,-3%,-36,.,.,?
O=C(Nc1ccon1)c1nc[nH]c1C(=O)NCc1ccccc1,.,140%[activator],1,?,1%,-2%
Cc1nn(-c2ccccc2)c(Cl)c1/C=C1\C(=O)N(C)C(=S)N1C,-11%,-2%,1,2%,-4%,?
CCc1nnc(NC(=O)c2ccc(Cl)nc2)s1,?,0%,92,3%,?,-4%
Cc1nc(NC(=O)C2CC2)sc1C(=O)N(C)C,-2%,-6%,-26,4%,-1%,4%
COc1ccc(C)cc1NC(=O)Nc1nnc(N2CCCCC2)s1,.,.,10,-4%,-3%,.
COC(=O)c1ccc(C)c(NC(=O)CSc2sc3c(O)cc(=O)[nH]c3c2C#N)c1,-6%,?,41,?,3%,10%
Cc1ccc(S(=O)(=O)NC(=O)COc2ccccc2)cc1,16%,9%,-22,-6%,5%,34%[activator]
COC(=O)CSc1nc(C2CC2)nc2ccccc12,2%,-1%,-21,17%,?,-4%
CC(=O)Nc1ccc2c(CSc3nnc(-c4cccnc4)n3-c3ccc(C)cc3C)cc(=O)oc2c1,3%,-1%,-20,-13%,?,-20%
Cc1ccc2c(c1)nnn2C1CCN(S(C)(=O)=O)CC1,6%,-17%,15,0%,-8%,-4%
NNc1nc(-c2ccccc2Cl)nc2ccccc12,-26%,102%[activator],-8,-1%,-20%,0%
CCOc1ccc(NC(=S)N(CCc2c(C)[nH]c3ccc(C)cc23)Cc2cccnc2)cc1,3%,-4%,?,-12%,?,-8%[8.37 µM]
COc1ccc2c(CNCCc3ccccc3C)c(C(=O)O)n(Cc3ccccc3C)c2c1,.,.,-9,-2%,-10%,.
CCOc1ccc(NC(=O)Cn2nnc(-c3ccccc3F)n2)cc1,-3%,0%,8,2%,-1%,-16%
CCOC(=O)CNC(=O)Nc1cc(C(=O)NCc2cccc(F)c2)ccc1N1CCCC1,.,.,3,-3%,17%,.
COc1ccc(S(=O)(=O)N(C)C)cc1NC(=O)CSC(C)C(=O)Nc1cc(C)on1 (configuration not stated),.,9%,6,7%,4%,10%
Cc1nn(-c2ccccc2)c(C)c1C(=O)OCC(N)=O,7%,-3%,-30,0%,?,8%
O=C(NCc1ccco1)c1cc([N+](=O)[O-])ccc1N1CCCCC1,2%,-1%,-10,8%,6%,?
O=C(Cn1cc(S(=O)(=O)Cc2ccccc2Cl)c2ccccc21)Nc1ccc(F)cc1F,.,.,0,11%,14%,.
Cc1cccc(C2c3[nH]c4ccccc4c3CCN2Cc2ccc(C)s2)n1 (configuration not stated),0%,-12%,131,-21%,8%,8%
O=C(NCCc1ccccc1)C1CCN(C(=O)c2ccc(F)cc2)CC1,11%,-2%,8,-7%,-12%,5%
CC(C)c1ccc(NC(=O)c2ccc(F)c(S(=O)(=O)N3CCc4ccccc43)c2)cc1,.,.,-9,0%,10%,.
C[C@H](NC(=O)c1ccco1)C(=O)Nc1ccc(S(=O)(=O)N2CCCC2)cc1,-2%,-19%,-13,2%,?,-1%
CCOc1cc2c(cc1OCC)-n1cccc1C(c1ccccc1OC)NC2 (configuration not stated),10%,?,?,6%,2%,-26%
O=C(Nc1cc(S(=O)(=O)N2CCOCC2)ccc1N1CCCC1)C1CC1,-1%,13%,-4,10%,0%,-1%
O=C(C1CC1)N1N=C(c2ccc(F)cc2)CC1(O)C(F)(F)F (configuration not stated),7%,-4%,-3,4%,-13%,-14%
C=CCOC(=O)C(C#N)c1nc2ccccc2nc1N1CCN(Cc2ccc3c(c2)OCO3)CC1 (configuration not stated),-12%,-13%,2,37%[activator],-4%,?
CCOC(=S)SCC(=O)Nc1nccs1,2%,-2%,3,7%,-5%,0%
Cn1cc(C(=O)c2ccc(Cl)cc2Cl)cc1C=O,-5%,-12%,-26,15%,-2%,5%
CCc1nnc(NC(=O)c2cc(Cl)ccn2)s1,8%,-77%,48,-25%,-1%,-16%
COc1ccccc1CNC(=O)C1CC(c2ccccc2F)=NO1 (configuration not stated),2%,-8%,18,26%,-1%,-3%
COc1ccc(C)cc1Nc1c2c(nc3nc(-c4cccs4)nn13)CCCC2,.,.,24,-26%,2%,.
COc1ccccc1NC(=O)c1ccc(NC(=O)C2COc3ccccc3O2)cc1 (configuration not stated),-3%,1%,-6,8%,0%,?
COCCN(CC(=O)Nc1cccc(C)c1C)C(=O)c1cc2c(s1)CCC2,.,3%[11.6 µM],?,-3%,?,11%
CCOc1ccccc1NC(=O)CCc1c(C)nc2c3cccnc3nn2c1C,.,.,-5,-1%,4%,.
Cc1c(C)c2ccc(O[C@@H]3O[C@H](CO)[C@H](O)[C@H](O)[C@H]3O)cc2oc1=O,2%,14%,9,-2%,-6%,5%
Cn1cc(Br)c(C(=O)NC2C3CC4CC(C3)CC2C4)n1 (configuration not stated),0%,-1%,-24,7%,8%,-11%
CCOC(=O)c1cnn(Cc2cccc(Cl)c2)c1C,13%,10%,12,-2%,1%,-28%
Cn1c(/C=C/c2ccccc2)nc2ccccc21,-27%,3%,?,10%,1%,?
O=C(NC1CC1)c1sc2cc(Cl)ccc2c1Cl,.,11%,-11,0%,-14%,?
CCOC(=O)c1ccc(NC(=O)Cn2ncc3c(C)n(Cc4ccccc4F)c(C)c3c2=O)cc1,.,.,30,0%,4%,.

(list continues)
mol,Giardia FBPA inh,AMA1-RON2 inh,HCMV inh,Sm TGR block,AmpC detergent,HCV inhibitor
Cc1onc(-c2c(F)cccc2Cl)c1C(=O)Nc1ccc(Cl)c(S(=O)(=O)N(C)C)c1,.,-7%,-32,0%,-6%,?
CCOc1ccc(N/C(=N/c2nc(C)cc(C)n2)NC(C)=O)cc1,2%,-18%,-31,3%,-12%,3%
COc1ccccc1NC(=O)Cc1nnc(SCC(=O)Nc2ccc(F)cc2F)n1C,6%,-7%,-2,-1%,0%,21%
Cc1ccc(S(=O)(=O)N2CCN(CC(=O)N/N=C/c3cc([N+](=O)[O-])ccc3Cl)CC2)cc1,9%,-2%[2.32 µM],24,-10%,0%,-12%
COC(=O)C1=C(C)NC2=C(C(=O)CCC2)C1c1ccc(-c2ccsc2C(=O)OC)o1 (configuration not stated),-2%,-1%,12,?,-13%,-9%
Cc1ccc(S(=O)(=O)NNC(=S)Nc2cccc(F)c2)cc1,10%,-15%,37,-5%,5%,13%
CCOC(=O)c1ccc(N2C(=O)c3n[nH]c(-c4cccs4)c3C2c2ccc(Cl)cc2Cl)cc1 (configuration not stated),.,.,-107*,-12%,3%,.
CCOC(=O)[C@@H]1[C@H]2COc3ccccc3[C@H]2N2C(=O)N(c3ccc(Cl)cc3)C(=O)[C@]12C,5%,-2%,1,7%,-14%,-22%
COCCn1c(Cc2ccccc2)nnc1SCC(=O)Nc1ccccc1,4%,4%,13,.,2%,2%
COc1ccc(C(=S)NCS(=O)(=O)c2ccc(C)cc2)cc1,-9%,-3%[11.6 µM],-17,2.5µM*,?,24%
O=c1c2ccccc2n(Cc2ccccc2Cl)c(=O)n1CCc1ccccc1,.,.,38,-1%,1%,.
CC(C)CCn1c(=O)c2sccc2n2c(CCCC(=O)Nc3ccc(F)c(Cl)c3)nnc12,.,.,?,-5%,0%,.
CCN1C(=O)[C@@H]2[C@H](C1=O)[C@@H]1C(=O)Nc3ccccc3C(=O)N1[C@@H]2c1cccc(C)c1,.,12%,-1,-7%,-6%,13%
Cc1cc2oc3c(c(=O)c2cc1C)C1(C(=O)N(C)c2ccccc21)N(CCO)C3=O (configuration not stated),.,.,11,5%,-2%,.
C[C@@H](C(=O)NCCc1ccccc1)N1C(=O)N2CCc3c([nH]c4ccccc34)[C@@]2(C)C1=O,-7%,-25%,-5,-15%,8%,11µM*

Full records as entered above. Screens in order: Giardia FBPA inh	AMA1-RON2 inh	HCMV inh	Sm TGR block	AmpC detergent	HCV inhibitor
`COc1ccc(C)cc1NC(=O)Nc1nnc(N2CCCCC2)s1` in the list: .	.	10	-4%	-3%	.
`CC(C)c1ccc(NC(=O)c2ccc(F)c(S(=O)(=O)N3CCc4ccccc43)c2)cc1` in the list: .	.	-9	0%	10%	.
`COc1ccc(C(=S)NCS(=O)(=O)c2ccc(C)cc2)cc1` in the list: -9%	-3%[11.6 µM]	-17	2.5µM*	?	24%

Screening data (PubChem BioAssay)
